Assay outcomes (PubChem BioAssay)
Tn6 DDE FP – inhibitors of Tn6 peptide binding to fibrin DD(E), primary screen, biochemical, fluorescence polarization, human fibrin, Tn6 probe. inhibition, % at 8.3 µM. 370,000 compounds, 0.21% hits. AID 720509, 2013. Fibrin DD(E) TRITC-Tn6 fluorescence polarization displacement;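 active = inhibition above a per-campaign cutoff: mean of compounds within control limits plus 3 SD, cut at about 15% in these data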;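 also: 0% = median of all compound wells on the plate and 100% = blocking peptide control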
PLCb3 inh – human PLC-beta3 inhibitors, primary screen, biochemical, fluorescence; Purified PLC-beta3, fluorogenic substrate; inhibition, % at 12.2 µM; AID 720704, 2013; 370,000 compounds, 0.18% hits; in the data active = inhibition above about 11%;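 also: 0% = median of compound wells on plate and 100% = full blocker control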
PLC-gamma1 inh – PLC-gamma1 enzyme inhibitors, primary screen, biochemical, fluorescence, purified enzyme; fluorogenic substrate; AID 720700, 2013; inhibition, % at 12.2 µM; 370,000 compounds, 0.84% hits; in the data active = inhibition above about 9.5%
ASAP1 GAP inh – inhibitors of human ASAP1 ArfGAP activity, primary screen, biochemical, fluorescence polarization; Arf-GAP with SH3 domain, ANK repeat and PH domain-containing protein 1 (Homo sapiens), …; ASAP1-stimulated ARF1 GTP hydrolysis, GDP FP detection; inhibition, % at 16.5 µM; 360,000 compounds, 0.19% hits; in the data active = inhibition above about 25%;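 also: 0% = vehicle with enzyme and substrate and 100% = no enzyme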
DDE Tn7 FP inh – inhibitors of Tn7 peptide binding to fibrin DD(E), primary screen, biochemical, fluorescence polarization, human fibrin, Tn7 probe | inhibition, % at 8.3 µM | 370,000 compounds, 0.13% hits | Fibrinogen beta chain (Homo sapiens), P02675 | FP displacement of FITC-Tn7 peptide from fibrin DD(E); 0% = median of compound wells per plate;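 active = inhibition above the mean of compounds falling within the control limits plus 3 SD of them, cut at about 14% in these data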;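 also: 0% = plate median of compound wells and 100% = 10 µM Aha-Tn7 peptide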
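Assay system: Human fibrin DD(E) protein | Medium: Tris buffer with calcium and detergent, pH 7.8 | Reagent: 0.1 µM fluorescent Tn7 | Compound dosing: Single point at 8.3 µM | Times: 10 min preincubation, 3 h with tracer, room temperature | Detection: Fluorescence polarization of the labelled Tn7 tracer | Controls: Aha-Tn7 high control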
KLK7 zymogen act – proKLK7 zymogen activators, primary screen, biochemical, fluorescence intensity. Kallikrein-7 (Homo sapiens), P49862. purified proKLK7, EDANS-DABCYL substrate fluorescence; 100% is mature enzyme control, 0% vehicle. activation, % at 7 µM. 370,000 compounds, 0.9% hits;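 active = activation above the mean of all tested compounds plus 3 SD, computed per campaign excluding outliers beyond control limits, cut at about 13% in these data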
ADAM17 inh – ADAM17 inhibitors, primary screen, biochemical, QFRET. Disintegrin and metalloproteinase domain-containing protein 17 (Homo sapiens), P78536. recombinant ADAM17, EDANS/DABCYL FRET peptide cleavage. inhibition, % at 6.95 µM. 370,000 compounds, 0.83% hits;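 active = inhibition above the mean of compounds lying between control limits plus 3 SD, set per campaign, cut at about 8.5% in these data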;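 also: 0% = DMSO-only wells as the low control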
UHRF1 binding – UHRF1 methylated DNA binding inhibitors, primary screen, counter-screen for MBD2 inhibitor project, biochemical, TR-FRET, human UHRF1, single concentration; E3 ubiquitin-protein ligase UHRF1 (Homo sapiens), Q96T88; UHRF1 binding to methylated oligo; inhibition, % at 4.4 µM; 370,000 compounds, 0.75% hits; in the data active = inhibition above about 21%;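 also: UHRF1 SRA domain binding a hemimethylated CpG hairpin DNA probe; 0% = median of test compound wells and 100% = reference inhibitor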
Target sequence (Q96T88 whole entry, looked up, the tested form may be a part): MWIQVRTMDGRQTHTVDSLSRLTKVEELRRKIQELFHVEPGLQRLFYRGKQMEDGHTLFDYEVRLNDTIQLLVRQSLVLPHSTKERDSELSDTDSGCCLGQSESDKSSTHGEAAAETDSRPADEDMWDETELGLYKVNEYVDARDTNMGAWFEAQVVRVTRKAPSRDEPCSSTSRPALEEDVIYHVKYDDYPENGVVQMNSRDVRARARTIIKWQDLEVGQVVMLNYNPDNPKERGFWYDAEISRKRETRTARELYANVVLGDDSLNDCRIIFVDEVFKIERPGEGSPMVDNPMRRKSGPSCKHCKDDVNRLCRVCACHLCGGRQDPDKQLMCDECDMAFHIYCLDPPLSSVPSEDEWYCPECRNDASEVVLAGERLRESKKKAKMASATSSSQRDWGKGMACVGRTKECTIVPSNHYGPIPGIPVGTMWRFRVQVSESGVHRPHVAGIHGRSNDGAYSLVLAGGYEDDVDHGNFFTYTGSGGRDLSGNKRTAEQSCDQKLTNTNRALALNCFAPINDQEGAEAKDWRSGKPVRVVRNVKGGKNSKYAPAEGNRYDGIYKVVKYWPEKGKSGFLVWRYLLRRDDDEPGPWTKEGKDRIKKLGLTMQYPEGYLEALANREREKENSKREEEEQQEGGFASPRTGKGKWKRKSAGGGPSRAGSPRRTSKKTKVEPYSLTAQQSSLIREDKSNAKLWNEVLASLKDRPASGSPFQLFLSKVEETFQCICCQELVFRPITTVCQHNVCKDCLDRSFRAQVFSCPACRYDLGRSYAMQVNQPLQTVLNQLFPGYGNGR
MBD2 inh – inhibitors of MBD2 binding to methylated DNA, primary screen, biochemical, TR-FRET, DNA-binding domain, human | Methyl-CpG-binding domain protein 2 (Homo sapiens), Q9UBB5 | MBD2 binding to methylated oligonucleotide | inhibition, % at 4.4 µM | 370,000 compounds, 0.31% hits | AID 686964, 2013; in the data active = inhibition above about 13%
ARFGAP1 inhibitor – inhibitors of rat ARFGAP1 GAP activity, primary screen, biochemical, fluorescence polarization, GDP tracer. ADP-ribosylation factor GTPase-activating protein 1 (Rattus norvegicus), Q62848. Arfgap1-stimulated ARF1 GTP hydrolysis, GDP FP detection. inhibition, % at 16.5 µM. 360,000 compounds, 0.26% hits;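 active = inhibition above a per-plate limit, mean inhibition of low control wells plus 3 SD, cut at about 25% in these data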;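 also: 0% = DMSO wells with enzyme and 100% = wells lacking Arfgap1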
Target sequence (Q62848 1-136 limits assumed): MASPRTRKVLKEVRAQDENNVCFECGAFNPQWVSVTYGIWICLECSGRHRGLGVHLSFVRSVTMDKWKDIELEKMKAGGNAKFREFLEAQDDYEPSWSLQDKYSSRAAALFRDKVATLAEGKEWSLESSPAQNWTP
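Material: rat Arfgap1 catalytic domain, aa 1-136; also added: human ARF1(Δ1-17)-GTP substrate; compound dosing: one concentration, 16.5 µM, DMSO 1.26%; incubation: GTP hydrolysis reaction 2 h at 25 °C; measured by: Tracer-displacement fluorescence polarization with EDTA stop, 620/688 nm; evaluation: % inhibition from polarization; repeats: one replicate per compound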
* hit, by the source's call.

SMILES	Tn6 DDE FP	PLCb3 inh	PLC-gamma1 inh	ASAP1 GAP inh	DDE Tn7 FP inh	KLK7 zymogen act	ADAM17 inh	UHRF1 binding	MBD2 inh	ARFGAP1 inhibitor
O=S(=O)(c1ccccc1)c1nc(-c2ccccc2)oc1NCCCN1CCOCC1	4.8	-12.7	-9.7	-4.7	0.0	-0.1	-2.1	-2.0	-2.7	1.9
COc1ccc(Cc2nnc(SCC(=O)Nc3ccc(N4CCOCC4)cc3)o2)cc1	2.2	-2.2	1.3	8.1	0.1	-0.2	-1.2	2.0	-1.7	-6.0
CCCNC(=O)C1CCN(S(=O)(=O)c2ccc(-c3nn[nH]n3)cc2)CC1	6.1	-0.5	0.3	2.2	9.8	-0.1	-4.6	2.7	2.2	-2.4
CC1=CC(=O)CC(C)(C)C1(O)/C=C/C(C)=C/C(=O)O (stereo not given)	4.8	0.0	2.2	0.5	6.9	0.2	-2.3	-3.3	-6.5	1.5
COc1ccccc1CNC(=O)C1COc2ccccc2O1 (stereo not given)	5.8	-1.0	0.8	2.9	1.1	-0.3	-4.9	0.7	3.4	9.1
O=C(Nc1ccccc1)N1CCC(C(=O)N2CCN(S(=O)(=O)c3cccc(F)c3)CC2)CC1	-5.4	-0.9	3.6	-13.8	-0.1	0.2	-3.5	-1.4	6.0	-2.9
CC(C)Oc1ccc(C(CC(=O)O)n2cnnn2)cc1 (stereo not given)	-10.9	1.3	3.9	-0.7	3.8	0.0	-3.4	-2.7	2.7	-5.9
S=c1[nH]nc(-c2ccc(Cl)cc2)n1-c1ccc2c(c1)OCCO2	-8.2	-8.3	-10.8	19.6	6.3	0.0	-2.5	1.3	3.6	7.7
CN(CCOC(=O)c1cccc(Br)c1)C(C)(C)C	0.1	0.7	-0.8	-7.2	9.5	0.2	-2.9	0.9	-4.1	5.7
O=C(NCc1ccco1)c1ccc(N2CCCC2=O)cc1	-11.2	3.4	4.4	7.2	-1.8	0.1	-1.8	1.3	-1.2	-0.9
O=C(COC(=O)c1ccco1)NCc1ccc(F)cc1	-2.4	-2.0	0.1	-4.7	7.2	0.0	-3.2	0.8	0.9	-0.6
O=c1c2ccccc2nc(-c2cccs2)n1-c1cccc2ccccc12	-0.9	-12.7	-10.7	5.3	-5.8	0.1	4.9	-1.1	-1.4	-4.5
Cc1cc(SCC(=O)NN)c2cc(Br)ccc2n1	3.5	-6.6	-3.0	-10.1	4.6	0.1	-0.5	-3.7	3.0	10.3
CCOc1ccc(S(=O)(=O)/N=C(\N)c2ccccc2)cc1	3.9	-6.9	1.2	-3.5	1.8	0.7	-4.6	-1.2	-4.0	-2.3
COc1ccccc1C(=O)Nc1cccc(-c2cn3ccsc3n2)c1	-0.7	5.4	3.9	11.7	3.4	0.4	5.5	1.5	-2.0	8.0
O=C(N/N=C/c1ccccc1O)c1cc[n+]([O-])cc1	1.2	-2.6	0.0	-18.6	1.2	-0.6	0.1	-1.7	-4.1	8.7
COc1ccc(-c2noc(CN(C)CCC3CCCCO3)n2)cc1 (stereo not given)	3.5	2.3	0.1	-6.5	0.7	0.2	-1.4	1.1	-6.6	-4.5
CC1(C)CC2(CCCN3C(=O)CSC32)CCS1 (stereo not given)	-7.9	0.7	4.5	-6.6	-9.5	0.7	-0.3	1.2	-0.3	-1.1
O=C(O)CCC(C(=O)O)n1c(O)c(C2=c3ccccc3=NC2=O)sc1=S (stereo not given)	0.1	-18.5	1.1	0.3	-0.9	-0.4	-3.5	6.6	-12.3	-1.4
Cc1cccc(N2CC(c3nc4ccccc4[nH]3)CC2=O)c1 (stereo not given)	0.1	-0.1	-3.6	-7.1	-5.0	0.5	-3.1	1.9	1.7	-2.1
O=C(COC(=O)c1ccc(Cl)c(Cl)c1)Nc1cccnc1Cl	1.1	-0.4	-0.7	11.8	-0.9	0.0	-2.0	-0.9	-2.4	3.1
Cc1ccccc1OCCC(=O)OCC(=O)NCCc1ccc(S(N)(=O)=O)cc1	-3.2	-5.6	1.9	-15.3	-0.9	0.2	7.0	3.3	-1.5	3.5
Cc1ccc2c3c1C1(C(=O)N3C(C)(C)CC2C)C(C#N)=C(N)Oc2cc(O)ccc21 (stereo not given)	6.6	-3.2	-0.1	2.5	-1.9	-0.1	3.2	-0.9	-4.3	24.4
CCCCc1c(-c2ccc(OC)cc2)ncn1CCc1ccccc1OC	1.1	-1.1	-0.9	-15.3	1.6	-0.8	4.1	-3.7	-3.2	8.2
CC(=NOC(=O)c1ccc(F)cc1)c1nccs1	-3.3	0.7	-0.1	-5.8	-1.5	-0.3	-7.0	1.9	-2.0	7.2

Next part; the last two above are carried over.
SMILES	Tn6 DDE FP	PLCb3 inh	PLC-gamma1 inh	ASAP1 GAP inh	DDE Tn7 FP inh	KLK7 zymogen act	ADAM17 inh	UHRF1 binding	MBD2 inh	ARFGAP1 inhibitor
CCCCc1c(-c2ccc(OC)cc2)ncn1CCc1ccccc1OC	1.1	-1.1	-0.9	-15.3	1.6	-0.8	4.1	-3.7	-3.2	8.2
CC(=NOC(=O)c1ccc(F)cc1)c1nccs1	-3.3	0.7	-0.1	-5.8	-1.5	-0.3	-7.0	1.9	-2.0	7.2
c1ccc(Oc2ccccn2)cc1	3.3	1.1	-1.7	-1.1	-3.4	0.6	1.7	-1.4	-7.0	-6.5
CC1(C)CC(=O)C2=C(C1)OC(N)=C(C#N)C2c1cccs1 (stereo not given)	0.8	0.0	-0.2	6.2	1.0	0.8	-1.8	1.7	-1.3	4.2
COCCC(=O)N1CCC(Oc2ccc(C(=O)NC3CCCCC3)cc2)CC1	-4.4	-3.1	-2.0	8.6	-2.8	0.1	-0.5	1.7	-0.4	0.0
COc1ccccc1NC(=O)CCSc1nnc(-c2ccc(O)cc2)o1	-3.4	2.0	0.8	1.7	-4.5	-0.1	-2.0	0.5	1.5	-7.3
Nc1cc(=O)[nH]c(=S)n1-c1ccccc1	8.8	3.0	3.7	-3.0	-1.1	-0.4	-5.4	-0.9	-6.3	-4.5
Nc1nc(CN2CCc3ccccc3C2)nc(Nc2ccccc2)n1	2.8	-9.1	-6.4	-1.1	0.6	0.5	-2.0	-1.8	1.3	-13.5
COc1ccc(Cl)cc1C(=O)NC1=NCCS1	5.6	-6.3	0.3	8.1	1.9	0.2	0.7	-0.4	-0.7	-2.1
CCCCn1c(=N)n(CC(=O)C(C)(C)C)c2ccccc21	9.3	0.9	-2.1	1.1	0.3	0.2	-4.6	-0.7	-2.3	3.9
CCOC(=O)C1CCCN(C(=O)c2cc(-c3ccccc3)nc3ccccc23)C1 (stereo not given)	1.6	-0.5	-1.7	-14.5	4.8	-0.7	0.5	-3.2	-3.1	-1.1
CCOC(=O)c1sc(NC(=O)c2ccco2)nc1-c1ccccc1	-1.7	-4.8	-2.7	1.9	-3.6	0.2	-0.1	1.8	-0.1	7.9
Cc1ccc(OCC(=O)Nc2ccc3c(c2)OC(F)(F)O3)c([N+](=O)[O-])n1	2.0	4.2	1.0	14.1	-7.7	0.5	2.0	1.2	1.8	14.2
COc1cc(NC(=O)c2ccc(C)cc2)ccc1NC(=O)c1cc2ccccc2o1	-2.8	-1.4	0.4	-3.8	-4.2	-2.4	-4.6	-1.4	1.9	2.9
Nc1nnc(SCc2c(F)cccc2Cl)s1	-7.6	7.1	4.9	9.8	4.4	0.6	-4.3	-1.4	-2.7	-4.9
Cc1ccc(C(O)c2ncc(-c3cccc(C(F)(F)F)c3)[nH]2)cc1F (stereo not given)	5.3	-3.0	0.7	2.9	3.7	0.0	3.1	-2.7	2.7	3.8
COC(=O)C1=CO[C@@H](OC2OC(CO)C(O)C(O)C2O)[C@@H]2C(CO)=CC[C@H]12 (stereo not given in full)	-1.8	-3.5	-1.5	-4.9	-5.8	0.1	-5.5	-3.2	-1.4	4.6
Cc1cc2c(s1)CCCCC(=O)N2	-2.6	2.4	0.9	7.2	-5.5	-0.5	-3.0	2.6	-4.9	-4.1
COC(=O)C(NC(=O)CCC(=O)N[C@@H](C(=O)OC)c1ccccc1)c1ccccc1 (stereo not given in full)	8.2	5.5	0.1	2.4	-1.0	0.6	-0.9	-4.9	-4.5	0.7
COc1ccc(OC)c(NC(=O)Cn2nc(C)c3ccccc3c2=O)c1	-0.7	-7.2	2.5	3.1	7.9	-0.7	-1.7	2.0	2.5	-7.4
CN(C(=O)COC(=O)c1ccc([N+](=O)[O-])cc1N)c1ccccc1	1.7	1.3	-1.6	-3.3	2.0	0.1	-0.1	1.8	7.5	-2.2
Cc1ccc(NC(=O)CN2CCN(C(=O)C3CC3)CC2)c(F)c1	-0.2	-5.0	5.3	-6.8	-2.0	-0.3	-1.6	2.0	-3.5	3.5
O=C(CCc1ccccc1)c1ccc2c(c1)OCCCO2	11.1	-3.5	1.3	20.5	-1.5	0.9	0.5	-1.1	2.7	-2.2
Cc1c2ccccc2nc2ccccc12	8.4	-80.2	-49.3	-0.9	3.6	4.6	-62.4	-6.6	-1.5	8.2
Cc1csc(NC(=O)CSC2=NS(=O)(=O)c3ccccc3N2)n1	6.3	-4.3	1.0	-9.0	3.5	-0.4	-2.0	2.4	4.7	-7.9
Cc1ccc(C(=O)CCC(=O)N2CCN(c3ccc(F)cc3)CC2)cc1	-6.3	3.6	1.1	7.3	-0.4	0.1	-1.5	-2.4	-4.2	5.2
O=C(COc1ccc2ccc(=O)oc2c1)Nc1ccc(N2CCCCC2)cc1	-1.2	-186.5	-136.9	-17.2	-0.1	-3.8	-163.3	-1.6	-4.9	1.2
CC(=O)c1ccc(OC(=O)CCN2c3ccccc3Sc3ccccc32)cc1	-10.3	-1.3	3.4	-8.7	-5.3	0.2	3.9	3.0	-2.7	-2.3
CC(=O)C1=C(C)N(Cc2ccc(Cl)cc2)C(=S)NC1c1ccccc1 (stereo not given)	-8.9	-2.5	2.5	-6.4	5.8	0.4	-1.1	-2.1	0.7	15.2
CCCCN(C(=O)/C=C/c1ccc(OC)cc1)C1CCS(=O)(=O)C1 (stereo not given)	-1.8	1.1	0.2	-4.6	-6.3	0.1	-1.4	-4.4	-6.1	-8.0
